Neddyl block – cullin neddylation inhibition; TR-FRET cullin neddylation, biochemical; calls only at 25 µM; actives 0.58% (n = 360,000); in the data active = inhibition above about 36%
NRP1-CendR mod – alters CendR peptide binding to human NRP-1 | FAM-RPARPAR peptide binding to NRP-1, fluorescence polarization | inhibition, % at 25 µM | actives 0.85% (n = 360,000) | AID 602438;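 active = inhibition or corrected inhibition above about 18%, plus a signal ratio from 0.5 to 1.5, limit read from the data, passing the limit was not always enough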; note: strong numbers were not always called active
DNMT1 inh – DNMT1 (human) enzyme inhibition; DNMT1 molecular beacon, Hinp1I cleavage, fluorescence; inhibition (reported as % activation of signal), % at 10 µM; actives 0.83% (n = 360,000); in the data active = inhibition above about 50%
NadD block – blocks S. aureus nicotinate mononucleotide adenylyltransferase | inhibition, % at 20 µM | actives 0.78% (n = 360,000) | purified NadD enzyme, colorimetric absorbance read-out; in the data active = inhibition above about 26%; note: some compounds past the cut are filed as inactive
Scp-1 inhibitor – blocks human Scp-1 phosphatase activity | Recombinant Scp1, phosphopeptide, malachite green phosphate absorbance | inhibition, % at 20 µM | actives 0.88% (n = 340,000);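 active = inhibition above about 50% at 20 µM, limit read from the data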;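 note: plate controls were DMSO wells with enzyme for no effect and wells lacking enzyme for full effect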
Target sequence (Q9GZU7 76-261 limits assumed): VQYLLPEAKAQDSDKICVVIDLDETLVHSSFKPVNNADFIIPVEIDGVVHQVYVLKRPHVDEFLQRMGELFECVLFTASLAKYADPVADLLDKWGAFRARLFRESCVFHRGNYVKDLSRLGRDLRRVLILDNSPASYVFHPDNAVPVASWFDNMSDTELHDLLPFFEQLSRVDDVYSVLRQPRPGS
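Test system – truncated SCP-1 phosphatase (76-261aa) · Reagent – Phosphorylated 17-residue peptide substrate · Incubation – 45 min room-temperature reaction, 5 min colour, 30 min stabiliser · Detection – colorimetric phosphate reagent with accelerator and stabiliser, absorbance at 630 nm · Measure – % inhibition at 20 µM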
SKN-1 block – inhibitors of C. elegans SKN-1; C. elegans VP596 Pgst-4::GFP/RFP ratio, acrylamide-induced, 24 h; inhibition, % at 21.8 µM; actives 0.49% (n = 360,000); AID 624304;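 active = interference check ratio from 0.5 to 1.5 plus GFP to RFP signal ratio inhibition reaching or exceeding a fixed threshold, cut at about 30% in these data, passing the limit was not always enough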; note: some compounds called inactive have numbers as strong as hits
LMPTP inh – blocks human LMPTP phosphatase; AID 651560; actives 0.22% (n = 360,000); inhibition, % at 20 µM; recombinant LMPTP-A, OMFP fluorogenic substrate, fluorescence intensity; P24666;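 active = compounds that cut the enzyme signal by at least half of the control window in the single-dose screen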;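 note: plate controls were DMSO wells with enzyme plus substrate for no effect and substrate without enzyme for full effect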
Target sequence (P24666 whole entry, looked up): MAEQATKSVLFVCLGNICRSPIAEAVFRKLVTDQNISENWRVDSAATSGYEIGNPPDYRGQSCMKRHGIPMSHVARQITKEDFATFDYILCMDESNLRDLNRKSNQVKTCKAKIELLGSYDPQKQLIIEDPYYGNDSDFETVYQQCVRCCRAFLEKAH
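test system = LMPTP-A | amount = 0.625 nM LMPTP-A final | reagent = fluorogenic phosphatase substrate OMFP at 400 µM final | incubation = 50 min at room temperature | benchmarks = no-enzyme low control, uninhibited high control | medium = Bis-Tris pH 6.0, DTT, detergent | signal = fluorescence intensity of OMFP turnover product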
TbMetRS inhib – Trypanosoma brucei MetRS inhibition. purified T. brucei MetRS, ATP depletion, Kinase-Glo luminescence. inhibition, % at 11.9 µM. actives 0.4% (n = 360,000). AID 624268;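 active = inhibition above a per-plate cutoff of the control wells' mean inhibition plus 3 SD, cut at about 5.5% in these data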;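 note: 0% = DMSO wells median and 100% = median of wells with control inhibitor compound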
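Material – parasite MetRS enzyme · Medium – HEPES-MgCl2-KCl buffer plus DTT, spermine, BSA, pyrophosphatase · Reagent – ATP, methionine and E. coli bulk tRNA substrates · Times – 15 min enzyme-compound preincubation, 2 h reaction, 10 min detection, 25 °C · Measured by – luminescence of leftover ATP · Evaluation – percent inhibition relative to median high and low control wells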
SUMO1-SIM PPI – alters human SUMO1 binding to SIM partners; P63165; SUMO1 binding to a labelled peptide, TR-FRET, 1 h; inhibition, % at 20 µM; actives 0.33% (n = 360,000); in the data active = inhibition above about 37%
Target sequence (P63165 whole entry, looked up): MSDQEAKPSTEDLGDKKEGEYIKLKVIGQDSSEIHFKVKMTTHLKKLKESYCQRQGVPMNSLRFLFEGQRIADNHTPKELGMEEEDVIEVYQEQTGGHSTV
STEP inh – blocks human striatal-enriched tyrosine phosphatase; P54829; recombinant STEP, OMFP fluorogenic substrate, fluorescence; inhibition, % at 20 µM; actives 0.25% (n = 360,000); AID 588621;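 active = inhibition at 20 µM, scaled per plate between control wells, above about 37%, limit read from the data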;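 note: 0% = DMSO with enzyme and substrate and 100% = substrate only without enzyme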
Target sequence (P54829 whole entry, looked up): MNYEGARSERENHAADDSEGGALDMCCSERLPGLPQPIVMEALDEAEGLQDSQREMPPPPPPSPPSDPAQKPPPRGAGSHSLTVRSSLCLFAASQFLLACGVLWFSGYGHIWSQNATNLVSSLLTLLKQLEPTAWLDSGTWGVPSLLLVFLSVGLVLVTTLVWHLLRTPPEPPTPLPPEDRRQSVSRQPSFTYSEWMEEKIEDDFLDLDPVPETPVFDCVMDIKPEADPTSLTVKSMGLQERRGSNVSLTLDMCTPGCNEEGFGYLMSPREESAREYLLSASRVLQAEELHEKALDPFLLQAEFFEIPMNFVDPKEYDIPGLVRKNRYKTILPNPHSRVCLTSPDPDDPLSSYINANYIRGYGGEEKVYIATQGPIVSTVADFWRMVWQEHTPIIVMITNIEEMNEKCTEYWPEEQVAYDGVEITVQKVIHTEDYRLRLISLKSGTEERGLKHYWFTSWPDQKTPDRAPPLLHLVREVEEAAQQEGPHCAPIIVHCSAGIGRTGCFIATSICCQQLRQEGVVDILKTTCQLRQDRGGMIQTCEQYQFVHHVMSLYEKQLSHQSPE
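Assay system: isolated STEP enzyme. Buffer or medium: pH 6.0 Bis-Tris with DTT and Tween 20. Also added: fluorogenic phosphatase substrate OMFP at 25 µM final. Dosing: 20 µM, 1% DMSO. Timing: 20 min reaction, room temperature, in the dark. Measured by: fluorescence intensity, excitation 480 nm, emission 540 nm. Evaluation: normalized % inhibition.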
The depositor's hits bear a star.

Screening C[C@H](CO)N1C[C@H](C)[C@@H](CN(C)S(=O)(=O)c2cn(C)cn2)Oc2ncc(Br)cc2C1=O returned Neddyl block inactive, NRP1-CendR mod -34, DNMT1 inh 0, NadD block 2, SKN-1 block -9, LMPTP inh -2.0, TbMetRS inhib -1.4, SUMO1-SIM PPI -3 and STEP inh -1.
For Nc1cc(=O)nc(SCC(=O)NCc2ccccc2)n1CCc1ccccc1 the results were Neddyl block inactive, NRP1-CendR mod 0, DNMT1 inh -14, NadD block 5, Scp-1 inhibitor 5, SKN-1 block 10, LMPTP inh 0.7, TbMetRS inhib -0.8, SUMO1-SIM PPI 4 and STEP inh 1.
`COc1cc(CNc2ccc3[nH]c(=O)[nH]c3c2)ccc1OCc1ccccc1Cl` gave Neddyl block inactive, NRP1-CendR mod -1, DNMT1 inh -17, NadD block -2, Scp-1 inhibitor -15, SKN-1 block 2, LMPTP inh 2.5, TbMetRS inhib -0.4, SUMO1-SIM PPI 1 and STEP inh 2.
CC(=O)Nc1ccc2ccccc2c1[N+](=O)[O-] was read as Neddyl block inactive, NRP1-CendR mod 3, DNMT1 inh 1, NadD block -3, Scp-1 inhibitor -12, SKN-1 block 33, LMPTP inh -0.5, TbMetRS inhib -0.2, SUMO1-SIM PPI -16 and STEP inh -3.
CCOC(=O)N1CCC(N2CC34C=CC(O3)C(C(=O)O)C4C2=O)CC1 (centres undefined) was read as Neddyl block inactive, NRP1-CendR mod 5, DNMT1 inh -2, NadD block -2, Scp-1 inhibitor -4, SKN-1 block -8, LMPTP inh -0.6, TbMetRS inhib 0.2, SUMO1-SIM PPI 2 and STEP inh -2.
CCOC(=O)C(NC(=O)NCc1ccccc1OC)(OCC)C(F)(F)F (centres undefined) was read as Neddyl block inactive, NRP1-CendR mod 1, DNMT1 inh 5, NadD block -3, Scp-1 inhibitor -8, SKN-1 block 2, LMPTP inh -2.3, TbMetRS inhib 0.5, SUMO1-SIM PPI -3 and STEP inh -3.
COC(=O)c1ccc(NC(=O)C2CCCN(S(C)(=O)=O)C2)cc1 (centres undefined) was read as Neddyl block inactive, NRP1-CendR mod 8, DNMT1 inh 2, NadD block -1, Scp-1 inhibitor 1, SKN-1 block -10, LMPTP inh -0.5, TbMetRS inhib -1.9, SUMO1-SIM PPI -1 and STEP inh -2.
`CC(=O)Nc1cccc2c1C(=O)NC2=O` gave Neddyl block active, NRP1-CendR mod -3, DNMT1 inh -1, NadD block -3, Scp-1 inhibitor -7, SKN-1 block 32, LMPTP inh -2.4, TbMetRS inhib 0.3, SUMO1-SIM PPI -7 and STEP inh 1.
Screening O=c1[nH]c2cc3c(cc2cc1CN(CC1CCCO1)S(=O)(=O)c1ccc(Cl)cc1)OCCO3 (centres undefined) returned Neddyl block inactive, NRP1-CendR mod 1, DNMT1 inh 3, NadD block 0, Scp-1 inhibitor -6, SKN-1 block 6, LMPTP inh -1.0, TbMetRS inhib -0.6, SUMO1-SIM PPI 29 and STEP inh 1.
For CC(C)(C)c1ccc(-c2noc(CCC(=O)N3CCOCC3)n2)cc1 the results were Neddyl block inactive, NRP1-CendR mod -12, DNMT1 inh 2, NadD block 2, Scp-1 inhibitor -3, SKN-1 block -4, LMPTP inh -0.2, TbMetRS inhib -0.5, SUMO1-SIM PPI 2 and STEP inh 0.
O=C(Nc1ccc(Cl)c(C(F)(F)F)c1)C1Cc2c(-c3ccccc3Oc3ccccc3)ccnc2O1 (centres undefined) was read as Neddyl block inactive, NRP1-CendR mod 8, DNMT1 inh -6, NadD block 3, SKN-1 block 14, LMPTP inh 3.4, TbMetRS inhib -0.1, SUMO1-SIM PPI -2 and STEP inh 2.
CC(=O)Nc1cccc(C(=O)OCC(=O)c2ccccc2Cl)c1 was read as Neddyl block inactive, NRP1-CendR mod 2, DNMT1 inh -2, NadD block -1, Scp-1 inhibitor -9, SKN-1 block 0, LMPTP inh -0.6, TbMetRS inhib -0.2, SUMO1-SIM PPI 1 and STEP inh -2.
For Cc1ccccc1OCC(=O)NNC(=O)c1cc(S(=O)(=O)N2CCOCC2)ccc1N1CCCC1 the results were Neddyl block inactive, NRP1-CendR mod -6, DNMT1 inh 2, NadD block 2, Scp-1 inhibitor -1, SKN-1 block -1, LMPTP inh -0.3, TbMetRS inhib -0.4, SUMO1-SIM PPI 6 and STEP inh -1.
O=C(NC1c2ccccc2Oc2ccccc21)c1ccc([N+](=O)[O-])cc1 was read as Neddyl block inactive, NRP1-CendR mod 1, DNMT1 inh 3, NadD block 5, Scp-1 inhibitor -1, SKN-1 block 4, LMPTP inh 0.7, TbMetRS inhib -0.5, SUMO1-SIM PPI -1 and STEP inh 2.
For Cc1cccc(-c2ocnc2C(=O)Nc2ncc(C)s2)c1 the results were NRP1-CendR mod 6, DNMT1 inh -5, NadD block 0, SKN-1 block 11, LMPTP inh 0.1, TbMetRS inhib -0.4, SUMO1-SIM PPI -3 and STEP inh 0.
Screening Cn1c(=O)c2c(ncn2CC(COCc2ccc(Cl)cc2)OCc2ccc(Cl)cc2)n(C)c1=O (centres undefined) returned Neddyl block inactive, NRP1-CendR mod 8, DNMT1 inh -7, NadD block -6, Scp-1 inhibitor -3, SKN-1 block 2, LMPTP inh -0.6, TbMetRS inhib -0.5, SUMO1-SIM PPI -2 and STEP inh -2.
`Cc1ccccc1Nc1c(-c2cccnc2)nc2cccc(C)n12` gave Neddyl block inactive, NRP1-CendR mod -1, DNMT1 inh 1, NadD block -6, Scp-1 inhibitor -13, SKN-1 block -10, LMPTP inh 0.7, TbMetRS inhib -0.9, SUMO1-SIM PPI -3 and STEP inh -1.
For COc1ccc(S(=O)(=O)N(CC(=O)N/N=C/c2ccc(C(=O)O)cc2)Cc2ccccc2)cc1OC the results were Neddyl block inactive, NRP1-CendR mod -1, DNMT1 inh 3, NadD block 10, Scp-1 inhibitor 1, SKN-1 block 13, LMPTP inh 0.8, TbMetRS inhib -0.4, SUMO1-SIM PPI 5 and STEP inh -1.
Cc1ccc(C(=O)N(CN2CCCC2=O)c2ccccc2)cc1C was read as Neddyl block inactive, NRP1-CendR mod -2, DNMT1 inh -5, NadD block 3, Scp-1 inhibitor 4, SKN-1 block -2, LMPTP inh -0.9, TbMetRS inhib -1.4, SUMO1-SIM PPI 2 and STEP inh -3.
Screening COc1ccc(/C=C/C(=O)OCC(=O)NC(C)CCc2ccccc2)cc1 (centres undefined) returned Neddyl block inactive, NRP1-CendR mod 12, DNMT1 inh 2, NadD block -6, Scp-1 inhibitor -10, SKN-1 block -3, LMPTP inh 0.4, TbMetRS inhib -0.2, SUMO1-SIM PPI -6 and STEP inh 1.
`CC1CN(C(=S)NC(=O)C2CCCCC2)CC(C)O1` (centres undefined) gave Neddyl block inactive, NRP1-CendR mod 2, DNMT1 inh -1, NadD block -6, Scp-1 inhibitor 1, SKN-1 block -3, LMPTP inh -0.6, TbMetRS inhib -0.8, SUMO1-SIM PPI 0 and STEP inh -4.
For COc1cc(Br)cc(/C=C/c2ccc3cccc(O)c3n2)c1O the results were Neddyl block inactive, NRP1-CendR mod 4, DNMT1 inh -11, NadD block 34*, Scp-1 inhibitor -4, SKN-1 block -11, LMPTP inh 2.3, TbMetRS inhib -0.8, SUMO1-SIM PPI 1 and STEP inh -3.
`CCOC(=O)c1cc2c(n(-c3ccccc3)c1=O)CC(C)(C)CC2=O` gave Neddyl block inactive, NRP1-CendR mod 4, DNMT1 inh -2, NadD block -7, Scp-1 inhibitor -2, SKN-1 block 1, LMPTP inh -1.5, TbMetRS inhib -0.7, SUMO1-SIM PPI -3 and STEP inh -2.
COc1cc(/C=N\Nc2nc3ccccc3o2)cc(OC)c1OC was read as Neddyl block inactive, NRP1-CendR mod 3, DNMT1 inh 27, NadD block 1, Scp-1 inhibitor -7, SKN-1 block 8, LMPTP inh 3.0, TbMetRS inhib 0.2, SUMO1-SIM PPI -5 and STEP inh 0.
Screening N#CC1=C(Nc2ccccc2)SC=C(c2ccc(Br)cc2)N=C1N1CCOCC1 returned Neddyl block inactive, NRP1-CendR mod 12, DNMT1 inh -2, NadD block -2, Scp-1 inhibitor -4, SKN-1 block 17, LMPTP inh 1.3, TbMetRS inhib -0.6, SUMO1-SIM PPI -5 and STEP inh 5.
Cc1ccc(Cn2ccc(O)c(Cc3ccccc3)c2=O)cc1 was read as Neddyl block inactive, NRP1-CendR mod 17, DNMT1 inh 1, NadD block -5, Scp-1 inhibitor 8, SKN-1 block 9, LMPTP inh 15, TbMetRS inhib 0.4, SUMO1-SIM PPI 0 and STEP inh 0.
COc1cc([C@@H]2CC=C(C(=O)O)[C@H](c3cccc(Cl)c3)N2S(=O)(=O)c2ccc(C)cc2)cc(OC)c1OC was read as Neddyl block inactive, NRP1-CendR mod 4, DNMT1 inh 0, NadD block -4, Scp-1 inhibitor -8, SKN-1 block 6, LMPTP inh -0.2, TbMetRS inhib -0.3, SUMO1-SIM PPI 3 and STEP inh -2.
Screening O=C(COC(=O)c1cc(-c2ccccc2)nc2ccccc12)Nc1ccc2c(c1)OCO2 returned Neddyl block inactive, NRP1-CendR mod 1, DNMT1 inh -8, NadD block 11, Scp-1 inhibitor 6, SKN-1 block -5, LMPTP inh 0.4, TbMetRS inhib -1.6, SUMO1-SIM PPI -2 and STEP inh -1.
COc1ccc(-c2[nH]c(-c3ccc(C)cc3)nc2SCC(=O)NC2CCCC2)cc1 was read as Neddyl block inactive, NRP1-CendR mod -7, DNMT1 inh -10, NadD block -3, Scp-1 inhibitor -5, SKN-1 block 4, LMPTP inh 2.5, TbMetRS inhib -0.4, SUMO1-SIM PPI 2 and STEP inh -4.

Structures from the list above with a nitro group on carbon (two):
CC(=O)Nc1ccc2ccccc2c1[N+](=O)[O-] was read as Neddyl block inactive, NRP1-CendR mod 3, DNMT1 inh 1, NadD block -3, Scp-1 inhibitor -12, SKN-1 block 33, LMPTP inh -0.5, TbMetRS inhib -0.2, SUMO1-SIM PPI -16 and STEP inh -3.
O=C(NC1c2ccccc2Oc2ccccc21)c1ccc([N+](=O)[O-])cc1 was read as Neddyl block inactive, NRP1-CendR mod 1, DNMT1 inh 3, NadD block 5, Scp-1 inhibitor -1, SKN-1 block 4, LMPTP inh 0.7, TbMetRS inhib -0.5, SUMO1-SIM PPI -1 and STEP inh 2.

Screening data as filed in PubChem.

Outcome played no part in choosing rows (roughly 4.6% active in at least one column).
